GPR35 antagonists: inhibition of zaprinast-stimulated GPR35 beta-arrestin translocation – imaging, U2OS, beta-arrestin-GFP, zaprinast agonist, primary screen (AID 2058) | U2OS GPR35 beta-arrestin-GFP translocation imaging, zaprinast antagonism; higher % means a stronger effect | inhibition, % at 10 µM; hits with a dose series show IC50 in µM | 0.052% of 290,000 active;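 active means inhibition of at least 50% with at least 30 cells and total cytoplasm GFP at most 10,000,000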
NTR1 ag: agonists of NTR1, primary screen, imaging, U2OS cells, beta-arrestin-GFP, high content (AID 493036) | P30989 | NTR1-U2OS beta-arrestin-GFP spot imaging, agonist mode | activation, % at 20 µM | 0.17% of 330,000 active;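 active means activation at or above 40% of the spot to cytoplasm intensity ratio, with at least 20 cells analyzed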;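 further: 0% = DMSO without peptide and 100% = 100 nM NTR1 peptide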
Target sequence (P30989 whole entry, looked up): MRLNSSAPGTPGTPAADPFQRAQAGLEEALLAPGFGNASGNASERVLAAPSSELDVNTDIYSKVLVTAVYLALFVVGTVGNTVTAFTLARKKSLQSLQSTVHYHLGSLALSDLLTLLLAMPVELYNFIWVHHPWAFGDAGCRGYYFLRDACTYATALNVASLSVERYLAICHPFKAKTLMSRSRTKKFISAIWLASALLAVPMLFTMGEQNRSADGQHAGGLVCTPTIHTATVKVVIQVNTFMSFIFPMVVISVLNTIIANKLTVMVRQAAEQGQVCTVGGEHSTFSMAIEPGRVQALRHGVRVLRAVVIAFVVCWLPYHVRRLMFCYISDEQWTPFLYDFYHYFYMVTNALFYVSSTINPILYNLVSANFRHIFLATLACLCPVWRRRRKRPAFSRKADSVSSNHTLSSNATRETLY
SV40 large T antigen: TAg ATPase/helicase activity blockers – biochemical (AID 1903); inhibition, % at 20 µM; hits with a dose series show IC50 in µM; 0.39% of 310,000 active; SV40 large T antigen ATPase/helicase inhibition assay; higher % means a stronger effect; in the data active means a potency from the dose series; further: strong numbers were not always called active
GPR55 LPI antagonism: GPR55 antagonists blocking LPI-driven arrestin recruitment, primary screen, imaging, U2OS, beta-arrestin-GFP, LPI agonist (AID 2013); U2OS GPR55 beta-arrestin-GFP translocation imaging, LPI antagonism; higher % means a stronger effect; one-dose inhibition, % at 10 µM; IC50 in µM for titrated hits; 0.13% of 290,000 active;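 active means spots per cell inhibited over 60%, with over 100 cells counted and total cytoplasm intensity under 500,000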;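 further: U2OS cells stably carrying GPR55 and arrestin-GFP stimulated by 5 µM LPI near EC80; imaged beta-arrestin-GFP aggregate spots per cell after agonist stimulation; plate controls were LPI-stimulated DMSO wells for no effect and DMSO wells without LPI for full effect; some results filed as inactive read as strong as hits; confirmed hits need IC50 under 10 µM and bright autofluorescent wells are also inconclusive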
MgcRacGAP inhibition: MgcRacGAP GTPase-activating activity inhibitors, confirmation, biochemical, ADP Hunter fluorescence; MgcRacGAP-stimulated Rac1 GTP hydrolysis, ADP Hunter fluorescence; higher % means a stronger effect; GST-tagged Rac1 F28L mutant substrate; one-dose inhibition, % at 30 µM; IC50 in µM for titrated hits; 0.6% of 340,000 active; AID 624330;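 active means first-screen hits whose inhibition reached a set limit at any dose in the follow-up dose series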;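 further: fluorescence reports GDP produced by GAP-driven GTP hydrolysis; strong numbers were not always called active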
Yfh1-off respiration: mitochondrial function rescue without frataxin homolog – Friedreich's ataxia, plus single-dose screen, dose response (AID 1465) | S. cerevisiae Yfh1-off respiration, WST-1 reduction, 72 h; higher fold induction means a stronger effect | fold induction at 50 µM, or EC50 in µM where a hit was titrated | 0.074% of 220,000 active;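 active means fold induction of absorbance versus untreated yeast above a set limit, then at least 30% activation at any dose in follow-up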;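 further: activators that raise dye reduction in frataxin-depleted yeast; strong numbers were not always called active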
AID2073: inhibitors of Mint1-CaV2.2 protein interaction, biochemical, HTRF (AID 2073). 0.19% of 290,000 active. HTRF protein-protein interaction, Mint1-CaV2.2; higher % means a stronger effect. inhibition, % at 20 µM, or IC50 in µM where a hit was titrated; in the data active means inhibition mostly above about 51%, no sharp cut-off; further: some results filed as inactive read as strong as hits
NS5 inhibitors: flavivirus cap methylation enzyme inhibition – biochemical, confirmation dose response, primary screen (AID 588689) | Dengue-2 NS5 methyltransferase capping enzyme assay, biochemical; higher % means a stronger effect | inhibition, % at 25 µM; hits with a dose series show IC50 in µM | 0.3% of 340,000 active; in the data active means a potency from the dose series
GPR55 beta-arrestin: selective activators of receptor GPR55 – imaging, U2OS cells, beta-arrestin-GFP redistribution, primary screen (AID 1961); activation, % at 10 µM; hits with a dose series show EC50 in µM; U2OS GPR55 beta-arrestin-GFP redistribution imaging; higher % means a stronger effect; 0.048% of 290,000 active;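 active means activation above 40% with more than 50 cells counted in the well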;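 further: U2OS osteosarcoma cells stably expressing GPR55 and beta-arrestin-GFP; plate controls were DMSO negative control for no effect and LPI positive control for full effect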
NTR1 ag cell count 20 µM: second read-out of NTR1 ag, no call of its own (marks repeat the call); cell count; measured here: cell count, cytotoxicity flag
An asterisk follows results filed as active; i = inactive; x = no result given.

SMILES | GPR35 antagonists | NTR1 ag | NTR1 ag cell count 20 µM | SV40 large T antigen | GPR55 LPI antagonism | MgcRacGAP inhibition | Yfh1-off respiration | AID2073 | NS5 inhibitors | GPR55 beta-arrestin
Cc1cccc(NC(=O)c2cc(-c3cccnc3)nc3c(C)cccc23)n1 | -14.3% | 1.5 | 59 | 1.8% | -1.9% | 5.5% | x | -5.7% | 1.3% | 0.0%
CCOC(=O)c1ccc(NC(=O)CN2C(=O)C3C4C=CC(C4)C3C2=O)cc1 (stereo not drawn) | -3.6% | 1.9 | 73 | 2.1% | 9.3% | 5.4% | i | -11.6% | -4.8% | -0.2%
CN(C)CCCOC(=O)c1ccccc1Cl | 2.6% | -0.5 | 56 | 16.2% | 1.6% | 0.2% | i | -8.7% | -6.1% | -0.1%
S=C(NCc1ccco1)Nc1ccc2c(c1)OCCO2 | 2.0% | -1.0 | 29 | 3.8% | 6.4% | 9.9% | i | 8.3% | 0.8% | -0.2%
Cc1ccc(NC(=O)CN(C)C(=O)Cn2cc(C(F)(F)F)cc(Cl)c2=O)cc1 | 4.8% | -0.2 | 69 | 8.0% | 11.1% | 8.1% | i | -1.0% | -0.3% | -0.2%
CCOC(=O)C1CCN(C(=O)C2COc3ccccc3O2)CC1 (stereo not drawn) | 17.0% | -0.3 | 62 | -22.7% | -13.0% | 5.0% | x | 32.2% | -0.7% | -0.4%
COc1cccc(NC(=O)CCC2CCN(C(=O)c3cncs3)CC2)c1 | 6.8% | 0.5 | 68 | 2.9% | 14.7% | 5.8% | x | -13.4% | 4.5% | -0.1%
O=C(CCc1ccccc1)NNC(=O)Nc1ccc(Br)cc1 | -4.7% | 0.4 | 67 | 2.4% | 13.3% | 4.3% | x | 3.8% | -5.5% | 0.3%
Nc1ccccc1NC(=O)NC(=O)c1ccccc1 | -13.6% | -1.3 | 88 | 0.8% | -12.0% | 12.1% | x | -3.3% | 25.4% | -0.2%
Cc1cccn2c(=O)c(/C=C(\C#N)S(=O)(=O)c3ccc(Cl)cc3)c(N3CCC(C(N)=O)CC3)nc12 | -6.0% | 16.2 | 65 | 25.8% | 26.9% | 3.1% | i | 3.6% | -6.9% | 0.4%

Two of these compounds, reformatted.
Every second line gives: GPR35 antagonists, NTR1 ag, NTR1 ag cell count 20 µM, SV40 large T antigen, GPR55 LPI antagonism, MgcRacGAP inhibition, Yfh1-off respiration, AID2073, NS5 inhibitors, GPR55 beta-arrestin
- Cc1ccc(NC(=O)CN(C)C(=O)Cn2cc(C(F)(F)F)cc(Cl)c2=O)cc1
    4.8%, -0.2, 69, 8.0%, 11.1%, 8.1%, i, -1.0%, -0.3%, -0.2%
- S=C(NCc1ccco1)Nc1ccc2c(c1)OCCO2
    2.0%, -1.0, 29, 3.8%, 6.4%, 9.9%, i, 8.3%, 0.8%, -0.2%

(next part)
SMILES | GPR35 antagonists | NTR1 ag | NTR1 ag cell count 20 µM | SV40 large T antigen | GPR55 LPI antagonism | MgcRacGAP inhibition | Yfh1-off respiration | AID2073 | NS5 inhibitors | GPR55 beta-arrestin
CCCNc1c(NC(=O)c2ccc3c(c2)OCO3)c(=O)oc2ccccc12 | 28.4% | 2.4 | 64 | 19.1% | 7.1% | 7.6% | x | 9.2% | -2.7% | 0.0%
C/C(=N/N=C/c1ccc(N(C)C)cc1)c1ccccc1 | -1.1% | 0.6 | 40 | 8.1% | -14.9% | 3.0% | i | -3.7% | -4.4% | -0.1%
O=C(Cc1ccc(Br)cc1)N/N=C/c1cccnc1 | -9.5% | -1.9 | 57 | 1.2% | -9.8% | 6.6% | x | 13.1% | 1.9% | -0.1%
O=C(NCC1CCCN1S(=O)(=O)c1cccs1)c1ccc(Cl)cc1 (stereo not drawn) | x | -0.7 | 105 | 4.5% | x | 3.2% | x | x | -9.4% | x
Cc1ccc(/C=N/NC(=O)CSc2ccccn2)o1 | 1.7% | 0.8 | 37 | 9.4% | 7.0% | -11.4% | i | -13.4% | -0.8% | -0.1%
O=C(c1cc(-c2ccccc2)nc2ccccc12)N1CCc2ccccc2C1 | 6.0% | 8.6 | 44 | 12.0% | 3.1% | 6.1% | i | 0.4% | 3.9% | 7.9%
Cc1ccc(N2CCCn3c2cc(C)c(C#N)c3=O)cc1C | 1.8% | 9.0 | 94 | 9.4% | 0.9% | 5.0% | i | -11.5% | -10.2% | 0.7%
CCCCNC(=O)Nc1nc2ccccc2s1 | 1.1% | 2.3 | 44 | 5.2% | 16.7% | 12.6% | i | 17.7% | -5.6% | 0.3%
CC(/C=C/c1ccc2c(c1)OCO2)=N/NC(=O)CNc1ccc(C)cc1 | x | -0.2 | 39 | x | x | 1.2% | i | x | 2.1% | x
CCn1c(=Nc2ccc(N3CCOCC3)cc2)ccc2ccccc21 | -8.5% | 0.7 | 58 | 27.4% | 6.8% | 14.0% | i | -1.8% | 7.4% | 0.4%
Cc1cc(C)n(C(=O)CN2C(=O)COc3ccccc32)n1 | 5.1% | -1.0 | 87 | 11.7% | -7.7% | 3.3% | i | -3.3% | -5.6% | 0.3%
C=CCn1c(=NC(=O)CN2C(=O)CCC2=O)sc2cccc(OC)c21 | -2.7% | -2.6 | 46 | -0.1% | -1.5% | 7.2% | i | 7.5% | -2.8% | 1.0%
Cc1ccc(C(=O)Nc2ccccc2NC(=O)c2ccc(C)o2)o1 | -6.4% | 0.6 | 45 | 4.3% | 11.4% | 10.6% | i | -2.0% | -0.5% | -0.2%
CSc1nc(C)c(CCOC(=O)c2cccc(Cl)c2)c(=O)[nH]1 | 6.6% | -2.5 | 87 | -8.0% | -3.8% | 0.9% | i | 2.6% | 3.1% | 0.0%
O=C(O)CC1(CC(=O)Nc2ccccc2C(=O)c2ccccc2)CCCC1 | -8.5% | -0.9 | 92 | -0.2% | 7.6% | 3.8% | i | 0.7% | -3.1% | -0.4%
CCOCC(=O)Nc1c(C(=O)OCC)oc2ccccc12 | -0.9% | -0.1 | 57 | 2.1% | 2.8% | 4.0% | i | 3.0% | -3.2% | -0.1%

Of the compounds above, these have sulfur.
SMILES | GPR35 antagonists | NTR1 ag | NTR1 ag cell count 20 µM | SV40 large T antigen | GPR55 LPI antagonism | MgcRacGAP inhibition | Yfh1-off respiration | AID2073 | NS5 inhibitors | GPR55 beta-arrestin
S=C(NCc1ccco1)Nc1ccc2c(c1)OCCO2 | 2.0% | -1.0 | 29 | 3.8% | 6.4% | 9.9% | i | 8.3% | 0.8% | -0.2%
COc1cccc(NC(=O)CCC2CCN(C(=O)c3cncs3)CC2)c1 | 6.8% | 0.5 | 68 | 2.9% | 14.7% | 5.8% | x | -13.4% | 4.5% | -0.1%
Cc1cccn2c(=O)c(/C=C(\C#N)S(=O)(=O)c3ccc(Cl)cc3)c(N3CCC(C(N)=O)CC3)nc12 | -6.0% | 16.2 | 65 | 25.8% | 26.9% | 3.1% | i | 3.6% | -6.9% | 0.4%
O=C(NCC1CCCN1S(=O)(=O)c1cccs1)c1ccc(Cl)cc1 (stereo not drawn) | x | -0.7 | 105 | 4.5% | x | 3.2% | x | x | -9.4% | x
Cc1ccc(/C=N/NC(=O)CSc2ccccn2)o1 | 1.7% | 0.8 | 37 | 9.4% | 7.0% | -11.4% | i | -13.4% | -0.8% | -0.1%
CCCCNC(=O)Nc1nc2ccccc2s1 | 1.1% | 2.3 | 44 | 5.2% | 16.7% | 12.6% | i | 17.7% | -5.6% | 0.3%
C=CCn1c(=NC(=O)CN2C(=O)CCC2=O)sc2cccc(OC)c21 | -2.7% | -2.6 | 46 | -0.1% | -1.5% | 7.2% | i | 7.5% | -2.8% | 1.0%
CSc1nc(C)c(CCOC(=O)c2cccc(Cl)c2)c(=O)[nH]1 | 6.6% | -2.5 | 87 | -8.0% | -3.8% | 0.9% | i | 2.6% | 3.1% | 0.0%
